Screening results (PubChem)
KDM5B inh: KDM5B demethylase inhibition; KDM5B demethylase, FDH-coupled NADH fluorescence (FDH is formaldehyde dehydrogenase); 2.6% of 220,000 active; Q9UGL1; Potency, µM (titrated, usually from 57.7 µM), inactives show at the top dose activity change, negative = inhibition, hits mostly inhibitors; AID 1347165; active = well fitted inhibition curve with a large enough effect; inconclusive = small, poorly fitted or top-dose-only effect; inactive = no such curve, though single readings can be large or run the other way; also: 0% is about no effect; nearly all actives have a fitted effect of over 70% in size
Target sequence (Q9UGL1 whole entry, looked up): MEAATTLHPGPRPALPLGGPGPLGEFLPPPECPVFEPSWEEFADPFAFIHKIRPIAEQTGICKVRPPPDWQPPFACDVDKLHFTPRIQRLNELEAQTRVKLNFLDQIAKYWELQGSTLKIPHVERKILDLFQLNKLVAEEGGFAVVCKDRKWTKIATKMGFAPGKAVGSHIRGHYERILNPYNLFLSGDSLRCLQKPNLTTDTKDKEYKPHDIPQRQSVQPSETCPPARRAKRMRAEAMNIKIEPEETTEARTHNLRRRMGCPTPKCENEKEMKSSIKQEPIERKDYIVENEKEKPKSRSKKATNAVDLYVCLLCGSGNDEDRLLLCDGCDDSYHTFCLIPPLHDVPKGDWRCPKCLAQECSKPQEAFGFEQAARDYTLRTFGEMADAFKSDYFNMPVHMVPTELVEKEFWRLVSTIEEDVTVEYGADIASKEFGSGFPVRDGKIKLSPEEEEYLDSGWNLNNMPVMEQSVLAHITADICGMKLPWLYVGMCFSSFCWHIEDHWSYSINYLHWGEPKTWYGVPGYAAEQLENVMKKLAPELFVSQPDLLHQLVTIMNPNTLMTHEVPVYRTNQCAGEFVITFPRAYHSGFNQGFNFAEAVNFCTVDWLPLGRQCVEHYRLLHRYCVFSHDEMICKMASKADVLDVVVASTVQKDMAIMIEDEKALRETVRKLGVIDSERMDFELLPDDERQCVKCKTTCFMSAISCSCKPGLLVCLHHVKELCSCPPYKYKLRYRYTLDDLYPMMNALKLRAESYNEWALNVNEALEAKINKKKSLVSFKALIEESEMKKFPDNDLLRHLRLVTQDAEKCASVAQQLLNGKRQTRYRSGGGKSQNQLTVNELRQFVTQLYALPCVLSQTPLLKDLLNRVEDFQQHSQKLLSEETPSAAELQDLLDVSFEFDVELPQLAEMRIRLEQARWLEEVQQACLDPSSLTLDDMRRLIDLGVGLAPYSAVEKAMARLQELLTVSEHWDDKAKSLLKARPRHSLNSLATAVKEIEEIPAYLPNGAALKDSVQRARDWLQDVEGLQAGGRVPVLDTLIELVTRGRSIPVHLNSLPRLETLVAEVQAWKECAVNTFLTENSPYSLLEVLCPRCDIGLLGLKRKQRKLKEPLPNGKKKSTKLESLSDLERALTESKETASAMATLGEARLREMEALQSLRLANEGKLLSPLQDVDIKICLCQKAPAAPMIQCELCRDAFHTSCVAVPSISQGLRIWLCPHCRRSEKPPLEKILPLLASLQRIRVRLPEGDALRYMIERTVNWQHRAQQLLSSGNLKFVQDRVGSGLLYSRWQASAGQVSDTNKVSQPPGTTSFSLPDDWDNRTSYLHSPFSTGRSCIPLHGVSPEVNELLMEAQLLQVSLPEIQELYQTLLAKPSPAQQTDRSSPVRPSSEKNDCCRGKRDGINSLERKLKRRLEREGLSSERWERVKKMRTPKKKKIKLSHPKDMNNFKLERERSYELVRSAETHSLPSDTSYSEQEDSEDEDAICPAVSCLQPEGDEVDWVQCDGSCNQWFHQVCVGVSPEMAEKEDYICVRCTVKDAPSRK
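Compound dilutions met 200 nM (final) KDM5BΔAP for 10 min at room temperature before substrate addition. The substrate mix held 12.5 µM H3K4me3 with cofactors 25 µM α-ketoglutarate and 50 µM Fe²⁺. NADH signal gain over 30 min defined activity.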
Starred values were filed as active, the others as inactive; ? = inconclusive; [ ] = dose if it differs, or a comment. Potency is read from the fitted curve at half-maximal effect. A portion of the library. The share of hits here may be higher or lower than overall.

KDM5B inh,compound
?,COc1cccc(-n2c(=O)c3sccc3n(Cc3cc(=O)n4cc(Cl)ccc4n3)c2=O)c1
5.7%,Cc1ccc2oc(C(=O)Nc3cccc(C(=O)NC4CC4)c3)cc(=O)c2c1
-5.8%,Cc1cc(C(=O)CN(C)CC(=O)Nc2ccccc2Cl)c(C)n1CCc1cccs1
?,O=C(Nc1cccn2nc(C3CCC3)nc12)c1ccccn1
-24.9%,Cc1ccc(S(=O)(=O)NC(CN(C)C)c2ccccc2)cc1F (configuration not stated)
?,C[C@H]1[C@@H]2[C@@H](O)C([C@H](C)C(=O)N3CCCC3)CC[C@@]2(C)CC[C@@H]1NC(=O)c1ccccc1 (some centres not stated)
28.2µM*,C[C@@]1(O)CCN(Cc2ccc3c4c(cccc24)C(=O)OC3)C[C@@H]1O
5.0%,CC(C)CC(=O)NCCCCNC(=O)CC(C)C
-6.2%[149 µM],CC(C)(C)OC(=O)N1CC(NCc2ccc(C(F)(F)F)cc2)C1
-23.7%,Cc1noc(C2CCCN2C(=O)c2cccc(CC3CCNCC3)c2)n1 (configuration not stated)
14.6%,Cc1ccc(-n2c(SCC(=O)NC(=O)NC(C)C)nnc2N2CCCCC2)cc1
-0.9%,O=C(CN1CCN(c2nccs2)CC1)NCc1ccc(Cl)cc1
2.8%,CC(C)(C)c1ccc(C(=O)O/N=C(\N)c2ccccc2)cc1
36.8%[activator],CCN(CC)c1ncccc1CNC(=O)C1CCOC1 (configuration not stated)
15.0%,Cc1cccc(NS(=O)(=O)c2ccc3c(c2)C(C)(C)C(=O)N3C)c1
2.0%,Cc1nn(C)c2ncc(NC(=O)CCc3ncc(-c4ccc(F)cc4)o3)cc12
-5.0%,Cc1cc(C)cc(C(=O)NCCc2cccnc2)c1
19.6%,Cc1ccc(C)c(OCC(=O)NCc2cccs2)c1
7.3%,CCOc1ccc(C(=O)OCc2cc(=O)n3nc(C(C)C)sc3n2)cc1
-13.1%,COc1cccc(Cn2nc(SC)c(S(=O)(=O)c3ccccc3)c2N(C(C)=O)C(C)=O)c1
?,CC1CCc2nc(NC(=O)c3ccc(N4C(=O)CCC4=O)cc3)sc2C1 (configuration not stated)
15.2%,COc1ccc(C(=O)N2CCC(C3CCN(S(C)(=O)=O)CC3)C2)c(OC)n1 (configuration not stated)
-16.0%[86.2 µM],COc1cccc(CN2CCC(n3cc[nH]c3=O)CC2)c1
0.0%,O=C1/C(=C/c2ccccc2F)CCc2ccccc21
-13.5%,Cc1ccc(CNC(=O)CN2C(=O)C3CCCCN3c3ccc(C(=O)N(C)C)cc32)cc1 (configuration not stated)
3.6%,CC(=O)c1c(C)n(-c2ccc(C)cc2)c2ccc(O)cc12
?,CCCc1noc(-c2cccn3c(CNC(=O)c4ccc(OC)cc4)nnc23)n1
-13.5%,CCOc1ccc(CC(=O)Nc2c(C(=O)c3ccccc3)oc3ccc(OC)cc23)cc1OCC
0.1%,Cn1c(COc2ccccc2Cl)nnc1SCCOc1ccc(Br)cc1
-6.4%,O=C(CSc1nc2cc([N+](=O)[O-])ccc2o1)NCc1ccc(F)cc1

The list goes on, overlapping the part above by five compounds.
KDM5B inh,compound
3.6%,CC(=O)c1c(C)n(-c2ccc(C)cc2)c2ccc(O)cc12
?,CCCc1noc(-c2cccn3c(CNC(=O)c4ccc(OC)cc4)nnc23)n1
-13.5%,CCOc1ccc(CC(=O)Nc2c(C(=O)c3ccccc3)oc3ccc(OC)cc23)cc1OCC
0.1%,Cn1c(COc2ccccc2Cl)nnc1SCCOc1ccc(Br)cc1
-6.4%,O=C(CSc1nc2cc([N+](=O)[O-])ccc2o1)NCc1ccc(F)cc1
16.4%,COC(=O)COc1cccc2c1OCCO2
21.5%,Cc1c(C=O)c(C)n(-c2cccc(Cl)c2)c1C
?,COc1cccc(-c2nn(C)c3sc(C(=O)NCc4ccc(C)cc4)cc23)c1
-1.3%,COc1ccc(N2CC(C(=O)N3CCC(C(=O)NCC(F)(F)F)C3)NC2=O)cc1 (configuration not stated)
-56.7%,COc1ccc(NC(=O)CSc2oc(-c3ccco3)nc2S(=O)(=O)c2ccc(Br)cc2)c(OC)c1
18.4%,CCc1c(C(=O)NCc2ccc(OC)c(OC)c2)csc1C
?,CCn1c(=N)c(C(=O)NC2CCCC2)cc2c(=O)n3ccccc3nc21
-22.4%,O=C(Nc1cnc(-c2cccc(Cl)c2)nc1)c1ccccc1F
-6.1%,N#CCC(=O)Nc1ncc(Cc2ccccc2Cl)s1
?,CCOc1ccccc1N1C(=O)CC(Sc2nc(C)c3cc(OC)ccc3n2)C1=O (configuration not stated)
-5.8%,Cc1cccc(N2CCN(C(=O)c3ccc4c(c3)C(O)CCCCCN4C)CC2)c1 (configuration not stated)
35.3%,O=C(NCCNC(=O)c1ccccc1[N+](=O)[O-])c1ccccc1[N+](=O)[O-]
-13.5%,CCCCC(=O)NCc1ccc(-c2nc3ccccc3s2)cc1
0.8%,CC(C)Cn1c(=O)c(CCC(=O)Nc2ccc(N3CCOCC3)cc2)nc2cc(Cl)ccc21
15.2%,Cc1ccc2c(C)c(CCC(=O)Nc3ccc(Cl)cc3)c(=O)oc2c1
20.7%,O=C(COc1ccccc1)NCC1COc2ccccc2O1 (configuration not stated)
?,CNc1ncccc1C(=O)N1CCCC2(C1)C(=O)N(C)c1ccccc12 (configuration not stated)
?,Cc1ccc(C(C)C)c(OCCSc2nc(-c3ccccc3F)nc3cc(=O)[nH]n23)c1
-10.3%,O=C(/C=C/Nc1cc(C(F)(F)F)cc(C(F)(F)F)c1)c1ccc(Cl)cc1Cl
?,CC(C)CSc1oc(-c2ccco2)nc1S(=O)(=O)c1ccc(Br)cc1
-36.7%,Nc1cccc(-c2ccc(N3CCOCC3)nn2)c1
14.1µM*,COc1ccc(-c2nc(-c3nnn4c3COC(c3ccc(C)cc3)C4)no2)cc1OC (configuration not stated)
14.4%,O=C(Nc1ccccc1)N1CCN(c2cc(=O)n3nc(-c4ccco4)sc3n2)CC1
3.7%,CCCCCCCCc1cnc(-c2ccc(OC(F)(F)F)cc2)nc1
12.7%,COCCCNC(=O)CC1CCCCN(Cc2ccccc2)C1=O (configuration not stated)
-3.2%,O=C(CCS(=O)(=O)c1ccc2c(c1)NC(=O)CO2)Nc1cccc(C(F)(F)F)c1
3.7%,O=C(c1ccccc1Br)N(Cc1ccccc1F)C1CCS(=O)(=O)C1 (configuration not stated)
5.8%,CC(C)(C)c1cc(SC2(Sc3cc(C(C)(C)C)c(O)c(C(C)(C)C)c3)C(=O)Nc3ccccc32)cc(C(C)(C)C)c1O
4.7%,CN(C)c1ccc(CNC(=O)C2CCN(c3nnc(-n4cccc4)s3)CC2)cc1
10.9%,COc1ccc(C)cc1S(=O)(=O)N1CCN(C(=O)c2ncoc2-c2ccccc2C)CC1

Entries listed above printed as active in KDM5B inh.
KDM5B inh,compound
28.2µM*,C[C@@]1(O)CCN(Cc2ccc3c4c(cccc24)C(=O)OC3)C[C@@H]1O
14.1µM*,COc1ccc(-c2nc(-c3nnn4c3COC(c3ccc(C)cc3)C4)no2)cc1OC (configuration not stated)

Next part
KDM5B inh,compound
31.6µM*,C=CCNC(=O)c1cnn2ncccc12
19.3%,CC(C)S(=O)(=O)c1csc(C(=O)NN)c1Cl
-5.2%,O=C(c1cnc2c(c1)N([S+](=O)([O-])c1cccnc1)CCC2)N1CCCC[C@@H]1c1ccccc1
4.6%,CCCCc1ccc(NC(=O)C(=O)NCCN2CCN(C(=O)c3ccc(C)cc3)CC2)cc1
-19.2%,Cc1ccc(NS(=O)(=O)c2cccc(C(=O)N(C)C(C)c3nc4ccccc4s3)c2)cc1 (configuration not stated)
22.1%,CC(C)(C)c1ccc(NC(=O)CCC(=O)O)cc1
9.6%,O=C(c1ccc(N2CCCS2(=O)=O)cc1)N1CCN(c2ccc(F)cc2)CC1
-16.3%,CC1=NS(=O)(=O)N(Cc2ccc(F)c(F)c2)C=C1C(=O)O
20.6%,CCC(CC)C(=O)Nc1ccc(C)cc1C
24.1%,O=C(Nc1cccc(C(F)(F)F)c1)c1cn2c3c(cccc3c1=Nc1cccc(C(F)(F)F)c1)CCC2
-7.9%,CN(C)C(=O)c1cc2c(s1)CCC(C(=O)Nc1ccc(F)c(Cl)c1)C2 (configuration not stated)
0.3%,C=Cc1ccc(Cn2c(C)c(CNCCc3ccccc3C)c(C(=O)O)c2C)cc1
9.6%,COc1ccc(OC)c(NC(=O)C2CCCCC(=O)N2)c1 (configuration not stated)
5.7%,COc1cccc(CNC(=O)[C@@H]2C[C@@H](O)CN2C2CCN(C(=O)Cc3c[nH]c4ccccc34)CC2)c1
24.4%,COc1ccccc1C(=O)N1CCC2(CC1)N(C)C(=O)CS2(=O)=O
18.5%,Cc1oc(-c2cccc(Cl)c2)nc1CNC(=O)Nc1ccccc1Cl
?,COc1cccc(NC(=O)Cn2c(=O)n(Cc3ccc(C(=O)NCc4ccc(C)cc4)cc3)c(=O)c3ccccc32)c1
-14.6%,Cc1cc(N2CCN(c3ccccc3)CC2)n2cnnc2n1
?,COc1nc2nc(CC3CC3)n(C)c2cc1-c1ccc(O)c(F)c1
47.5%[activator],COc1ccc(-c2nc(C3CC(=O)N(c4ccc(F)cc4)C3)no2)cc1 (configuration not stated)
?,COc1ccc(C2=C(C)C(=O)N(Cc3ccc(C(=O)NCc4ccc(C)cc4)cc3)S2(=O)=O)cc1
-8.7%,Oc1c(Br)cccc1/C=N/c1ncn[nH]1
46.7%,Cc1cc(C(=O)NCC2Cn3cccc3C(=O)N2C)n(C)n1 (configuration not stated)
7.6%[11.5 µM],CCOc1ccccc1NC(=O)c1cc(=O)c2ccc(C)cc2o1
-6.7%,CCC(=O)NCC1c2cc(OC)c(OC)cc2CCN1C(=O)Nc1cccc(C)c1 (configuration not stated)
18.2%,COc1ccc(C(CNC(=O)COc2c(C)cc(C)cc2C)N2CCOCC2)cc1 (configuration not stated)
9.9%,O=C(c1ccc(F)cc1Cl)N1CCN(S(=O)(=O)c2cccs2)CC1
16.7%,N#CCSc1cc(C(=O)NC2CC2)c2ccccc2n1
10.5%,Cn1nc(NC(=O)C2CCC2C(=O)O)c2c(F)cccc21 (configuration not stated)
?,Cc1ccccc1N/N=C/c1c(C)nc2ccccn12

Three of the entries above in order of the KDM5B inh value, ascending:
KDM5B inh,compound
0.3%,C=Cc1ccc(Cn2c(C)c(CNCCc3ccccc3C)c(C(=O)O)c2C)cc1
9.6%,COc1ccc(OC)c(NC(=O)C2CCCCC(=O)N2)c1 (configuration not stated)
19.3%,CC(C)S(=O)(=O)c1csc(C(=O)NN)c1Cl

Returning to the listing, repeating the five entries before the break.
KDM5B inh,compound
18.2%,COc1ccc(C(CNC(=O)COc2c(C)cc(C)cc2C)N2CCOCC2)cc1 (configuration not stated)
9.9%,O=C(c1ccc(F)cc1Cl)N1CCN(S(=O)(=O)c2cccs2)CC1
16.7%,N#CCSc1cc(C(=O)NC2CC2)c2ccccc2n1
10.5%,Cn1nc(NC(=O)C2CCC2C(=O)O)c2c(F)cccc21 (configuration not stated)
?,Cc1ccccc1N/N=C/c1c(C)nc2ccccn12
?,CC(C)c1nnc2sc(/C=C/c3ccc4c(c3)OCO4)nn12
27.7%,COc1ccc(CCCN2C(=O)O[C@@H]3CN(S(=O)(=O)N(C)C)C[C@@H]32)cc1
15.0%[115 µM],O=C(O)[C@H](Cn1ccc(=O)[nH]c1=O)NC1CCCCC1
?,CCc1ccc(C2c3c(n[nH]c3C)C(=O)N2c2ccc(C)cc2)cc1 (configuration not stated)
15.2%,O=C(NC1CCCc2ccccc21)c1c(F)cccc1Cl (configuration not stated)
-1.5%,O=C(c1cc(-c2ccccn2)nc2ccccc12)N1CCN(c2ncccn2)CC1
-5.0%,COc1cccc(NC(=O)c2ccc(-n3cnnn3)cc2)c1
3.9%,O=C1/C(=C/c2ccc(F)c(F)c2)Cc2ccccc21
10.2%,COc1ccc(-c2cc(OC(=O)c3cccc(Cl)c3)c3c(C)oc(C)c3c(=O)c2)cc1OC
?,CCN(CC)CCn1c(SCC(=O)Nc2cccc(OC)c2)nc2c(sc3ccccc32)c1=O
11.3%,CCN1CCC(NC(=O)NCCc2cccc3cccnc23)CC1
36.3%,O=C(NNC(=O)c1ccncc1)c1ccccc1
3.9%,CCOc1ccc(OCc2cccc(C(=O)OCC3CCCO3)c2)cc1 (configuration not stated)
15.8%,COc1cc(CCC(=O)NCc2ccoc2)cc(OC)c1
-3.4%,CC(NC(=O)c1cc2ccccc2o1)c1ccccc1 (configuration not stated)
?,Cc1ccc(N(C(=O)c2snc(C(N)=O)c2N)C(C(=O)NC2CCCC2)c2ccncc2)cc1 (configuration not stated)
?,CC(=O)Nc1sc(C)c(C)c1C(=O)OCC(=O)Nc1cc(S(C)(=O)=O)ccc1Cl
-1.2%,COc1ccc(N(C(=O)c2ccco2)C(C(=O)NC2CCCC2)c2ccco2)cc1OC (configuration not stated)
-18.5%,COc1ccc(CCC(=O)N2CCCCCC2CN2CCC(OC)CC2)cc1 (configuration not stated)
?,CC1CC(C)(C)Nc2c(O)cccc21 (configuration not stated)
16.6%,Cc1ccc(C(=O)N2CCC(c3nn(-c4ccc(F)cc4)c(=O)[nH]3)CC2)cc1
-9.2%,O=C(c1ccc(Cl)s1)N1CCC(n2cc(-c3nc(-c4ccccc4)no3)nn2)C1 (configuration not stated)
1.7%,O=C1NCCCCC1Sc1ccc2c(c1)OCCCO2 (configuration not stated)
27.4%,O=S1(=O)c2ccc(N3CCCC3)cc2Oc2ccccc2CN1Cc1cn(Cc2cccc(C(F)(F)F)c2)nn1
28.2µM*,OCC1CN(c2ncccn2)CC12CCN(Cc1ccc3cc[nH]c3c1)CC2 (configuration not stated)
-6.2%,O=S(=O)(Cc1cccc(Cl)c1)NCCc1noc(-c2ccccc2)n1
393.8%[activator],Cc1ccc(OC(=O)CSc2nnc(-c3cccs3)o2)cc1C
10.0%,COc1cccc(NC(=O)c2sc3nc(C)c(C(=O)Nc4ccc(C)cc4C)c(-c4cccs4)c3c2N)c1
